# DUSP3 inh: VHR1 phosphatase inhibitors, primary screen, biochemical, colorimetric, HTS. Dual specificity protein phosphatase 3 (Homo sapiens), P51452. recombinant VHR phosphatase, colorimetric substrate read-out. inhibition, % at 20 µM. 50,000 tested, 0.7% active. AID 1992, 2009; in the data active means inhibition above about 60%; further: some results filed as inactive read as strong as hits
# Target sequence (P51452 whole entry, looked up): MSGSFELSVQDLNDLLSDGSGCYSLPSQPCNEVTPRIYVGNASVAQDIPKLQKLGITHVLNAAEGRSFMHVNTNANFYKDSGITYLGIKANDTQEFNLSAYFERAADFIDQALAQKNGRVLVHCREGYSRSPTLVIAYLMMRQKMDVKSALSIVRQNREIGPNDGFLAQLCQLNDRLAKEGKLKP
# * hit, by the source's call. The list is partial; count on the stated rates, not on these rows.
SMILES	DUSP3 inh
CCOC(=O)c1c(-c2ccccc2)oc2ccc(OC(=O)c3ccc([N+](=O)[O-])cc3)cc12	-19
COC(=O)C1=C(C)N=c2s/c(=C\c3ccc(OC)cc3OC)c(=O)n2C1c1ccccc1 (centres undefined)	-20
CC(=O)Nc1ccc(S(=O)(=O)Nc2cc(C)ccc2C)cc1	-17
CCNC(=O)CC1S\C(=N/N=C/C=C/c2ccccc2)NC1=O (centres undefined)	-5
O=C(Nc1ccccc1Br)c1ccccc1[N+](=O)[O-]	-17
O=C(CCC1CCCC1)Nc1c(F)c(F)c(F)c(F)c1F	-3
O=C(O)c1cc(O)ccc1NC(=O)C(c1ccccc1)c1ccccc1	-5
O=C(Nc1ccc(-c2ccc(NC(=O)c3cccnc3)c(Cl)c2)cc1Cl)c1cccnc1	-9
Cc1ccc2c(c1)c1c3n2CCN(CCC#N)C3CCC1 (centres undefined)	6
Cc1ccccc1N(CC(=O)NCc1ccncc1)S(=O)(=O)c1ccccc1	-3
COc1ccc(-n2nc3cc(C)c(NC(=O)C(c4ccccc4)c4ccccc4)cc3n2)cc1	-23
Cc1ccc(S(=O)(=O)NC(=O)C(C)O)cc1 (centres undefined)	-21
COc1ccc(N(CC(=O)NC(C)C)S(C)(=O)=O)c(OC)c1	11
C=Cc1ccc(COc2ccc3c4c(c(=O)oc3c2)CCC4)cc1	1
Cc1ccc(Sc2c(C)nn(C(=O)c3ccco3)c2C)cc1	-2
Cc1ccc(-n2nc3ccc(NC(=O)c4cccs4)cc3n2)cc1Cl	10
Clc1ccc2nc(N/N=C/c3ccc4ncccc4c3)nc(-c3ccccc3)c2c1	3
Cc1ccc(C(=O)O)cc1N1C(=O)c2ccc(Oc3ccc([N+](=O)[O-])cc3)cc2C1=O	-50
COc1ccc(N2C(=O)/C(=C/c3ccc(Br)o3)SC2=S)cc1	12
O=C(NCc1ccccc1)C1CC(=O)N(c2ccc(Br)cc2)C1 (centres undefined)	-7
O=C(Nc1cccc(Br)c1)c1ccccc1[N+](=O)[O-]	2
Fc1cccc(CN2CCN(Cc3ccncc3)CC2)c1	2
O=C(O)c1ccccc1-c1ccccc1/C=N/O	4
O=C(CN(c1cccc([N+](=O)[O-])c1)S(=O)(=O)c1ccccc1)NCCSCc1ccccc1Cl	-12
O=C(COc1cccc2ccccc12)NNC(=O)C1CCCO1 (centres undefined)	-4
CCCC/C(CC)=N\NC(=O)c1cc([N+](=O)[O-])cc([N+](=O)[O-])c1	-7
O=C1/C(=C/c2ccccc2Cl)SC(=S)N1c1ccc(Br)cc1	2
NC(=O)c1ccc[n+](CC(=O)c2cc3ccccc3oc2=O)c1	-2
O=C1NC(=S)N(c2ccc(F)cc2)C(=O)/C1=C/c1ccc(F)cc1	1
CCC(Oc1ccccc1)C(=O)Nc1cc(C)ccn1 (centres undefined)	-26
O=[N+]([O-])c1ccccc1S(=O)(=O)Nc1cc(C(F)(F)F)ccc1Cl	-7
CC(=O)CC(=O)Nc1c(Cl)cccc1Cl	-5
CC(=O)CC(=O)Nc1ccn(-c2ccccc2)n1	-6
COc1ccccc1NC(=O)C1=C(C)NC2=C(C(=O)CCC2)C1c1ccc(Cl)cc1 (centres undefined)	0
O=c1/c(=C\c2ccccc2C(F)(F)F)sc2nc3ccccc3n12	-8
CCSc1nc2sc3c(c2c2nncn12)CCN(C)C3	36
COc1nc(Nc2ccc(I)cc2)nc(OC)n1	-28
CCOc1ccc(N(CC(=O)NC(C)C)S(=O)(=O)c2ccc(SC)cc2)cc1	-12
O=[N+]([O-])c1ccc(F)c(NS(=O)(=O)c2ccccc2)c1	7
COCCNC(=O)CN(c1ccc(OC)c(Cl)c1)S(C)(=O)=O	-18
CC(=O)Nc1sc2c(c1C(=O)Nc1ccc(Br)cc1)CCCC2	-3
O=C(NCC1CCCO1)c1cnn2c1NC(c1ccc(Br)cc1)CC2C(F)(F)F (centres undefined)	10
O=C(Nc1cc(C(F)(F)F)cc(C(F)(F)F)c1)c1ccc([N+](=O)[O-])cc1Cl	-4
Nc1c(C(=O)C2CC2)sc2nc3c(cc12)CCCC3	-1
O=C1CC(=O)N(Cc2ccccc2)CCN1Cc1ccccc1	-9
NC(=O)c1cnn2c1NC(c1cccs1)CC2C(F)(F)F (centres undefined)	-22
O=C(Nc1nc2ccccc2n1CCOc1ccccc1)c1ccccc1	-10
NC(=O)/C=C/c1cn(-c2ccccc2)nc1-c1ccccc1	-20
CSCCOC(=O)C1=C(C)NC(=O)NC1c1cccc2ccccc12 (centres undefined)	-24
O/N=C1\C2CCN(CC2)C1Cc1ccccc1O (centres undefined)	3

# (more compounds)
SMILES	DUSP3 inh
CC(C)Cn1c(=O)c(C(=O)Nc2ncccn2)c(O)c2ccccc21	-39
COc1ccc(C2/C(=C(\O)c3ccc(C)cc3)C(=O)C(=O)N2c2ncc(S(=O)(=O)c3ccc([N+](=O)[O-])cc3)s2)cc1 (centres undefined)	21
CC(=O)Oc1ccc(-c2cccc(C(=O)NC(CO)C(O)c3ccc([N+](=O)[O-])cc3)c2)cc1 (centres undefined)	-10
CCN1C(=O)/C(=C\c2cccc(OCc3ccc(Cl)cc3Cl)c2)SC1=S	-16
Cc1oc(NC(=O)CCCC(=O)O)c(C#N)c1C	-41
COc1ccccc1CNC(=O)C(=O)Nc1ccc(C)c(C)c1	7
CCOC(=O)C1=C(C)N=c2s/c(=C\c3ccccn3)c(=O)n2C1c1ccc(Cl)cc1 (centres undefined)	7
COc1ccc(OC)c(C2NC(c3cc(OC)ccc3OC)C(C)C(C)(O)C2C)c1 (centres undefined)	-23
COc1ccc(C(=O)/C=C\Nc2ccc(Cl)cn2)cc1	32
CCOc1cc(/C=C2\C(=O)NC(=O)N(c3cc(C)cc(C)c3)C2=O)ccc1O	-12

# Another view of part of the listing above.
> COc1ccc(N(CC(=O)NC(C)C)S(C)(=O)=O)c(OC)c1
  DUSP3 inh: 11
> CCOc1cc(/C=C2\C(=O)NC(=O)N(c3cc(C)cc(C)c3)C2=O)ccc1O
  DUSP3 inh: -12
> CCOC(=O)c1c(-c2ccccc2)oc2ccc(OC(=O)c3ccc([N+](=O)[O-])cc3)cc12
  DUSP3 inh: -19
> O/N=C1\C2CCN(CC2)C1Cc1ccccc1O (centres undefined)
  DUSP3 inh: 3

# Carrying on.
SMILES	DUSP3 inh
CCOc1cc(/C=C2\SC(N)=NC2=O)cc(Br)c1OS(=O)(=O)c1ccc([N+](=O)[O-])cc1	-12
O=C(COc1ccc(Br)cc1)Nc1cccc(Cl)c1	-17
Cn1cnnc1Sc1cc(N2CCN(CCO)CC2)ccc1[N+](=O)[O-]	-18
CC(=O)NC1=NC(=O)/C(=C\c2ccc(C(C)C)cc2)S1	2
Cc1ccc(-n2c(C)cc(/C=N/NC(=O)c3ccc(CN4CCOCC4)cc3)c2C)cc1	33
O=[N+]([O-])c1ccc(OCCCCCN2CCCCC2)cc1	-2
COc1ccc(NS(=O)(=O)c2ccc(NC(=S)NC(=O)c3sc4cc(F)ccc4c3Cl)cc2)nn1	-19
Cc1ccc(OCC(=O)NNC(=O)c2cccs2)c(C)c1	-6
O=C(O)CCCC(=O)Nc1nc(-c2ccc([N+](=O)[O-])cc2)cs1	8
CC1=C(C(=O)OCCc2ccccc2)C(c2ccc(Cl)cc2)C2=C(CCCC2=O)N1 (centres undefined)	-12
O=[N+]([O-])c1ccc2nc(SCc3cccc4ccccc34)sc2c1	-7
COc1ccc(CCNCc2ccccn2)cc1	-35
O=S(=O)(Nc1nnc(-c2ccccc2)s1)c1ccc(Cl)cc1	-3
CC(=O)Nc1ccc(NC(=S)Nc2ccccc2)cc1	7
COc1ccc(N(CC(=O)N(Cc2ccccc2)Cc2ccccc2)S(=O)(=O)c2ccccc2)cc1	-24
COc1ccc(CC(=O)Nc2ccc(Cl)cc2)cc1OC	-3
CC(C)(O)C#Cc1ccc(C(=O)OCC(=O)c2ccc([N+](=O)[O-])cc2)cc1	22
O=C1NC(c2ccc(Br)cc2)=N/C1=C/c1ccccc1	-4
CCOC(=O)CNS(=O)(=O)c1cc(Cl)ccc1Cl	-9
CCOc1ccc2nc(N3C(=O)C4C5c6ccccc6C(c6ccccc65)C4C3=O)sc2c1 (centres undefined)	-30
Cc1[nH]c2ccccc2c1/C=C(/C#N)C(=O)Nc1cccc(Br)c1	4
CCOc1ccc(C(=O)Nc2ccc(-c3nc4ccccc4s3)cc2)cc1[N+](=O)[O-]	7
O=C(Nc1ccc(F)c([N+](=O)[O-])c1)c1cnccn1	8
COc1ccc(OC)c(C2/C(=C(\O)c3ccc(C)cc3)C(=O)C(=O)N2CCCC(=O)O)c1 (centres undefined)	0
O=C1CSC(=Nc2ccc(F)cc2)N1	-8
O=C1/C(=C/c2ccc(Br)cc2)SC(=S)N1c1cccc(Br)c1	2
O=[N+]([O-])c1ccc(-c2nnc(-c3ccccc3I)o2)cc1	-11
O=C(Cc1ccccc1)Nc1nnc(CCc2ccccc2)s1	-79
Cc1onc(-c2ccccc2Cl)c1C(=O)Nc1ccc(S(=O)(=O)Nc2ncccn2)cc1	-8
CCc1c(C)sc(NC(=O)CCc2ccccc2)c1C(N)=O	-6

# 7 entries drawn at random from the list so far:
SMILES	DUSP3 inh
CCOc1ccc(C(=O)Nc2ccc(-c3nc4ccccc4s3)cc2)cc1[N+](=O)[O-]	7
Cc1[nH]c2ccccc2c1/C=C(/C#N)C(=O)Nc1cccc(Br)c1	4
Cc1onc(-c2ccccc2Cl)c1C(=O)Nc1ccc(S(=O)(=O)Nc2ncccn2)cc1	-8
O=[N+]([O-])c1ccc(-c2nnc(-c3ccccc3I)o2)cc1	-11
O=C(Nc1ccc(F)c([N+](=O)[O-])c1)c1cnccn1	8
COc1ccc(OC)c(C2/C(=C(\O)c3ccc(C)cc3)C(=O)C(=O)N2CCCC(=O)O)c1 (centres undefined)	0
CCc1c(C)sc(NC(=O)CCc2ccccc2)c1C(N)=O	-6

# Returning to the listing; the 2 compounds before the break are reprinted first.
Compound | DUSP3 inh
Cc1onc(-c2ccccc2Cl)c1C(=O)Nc1ccc(S(=O)(=O)Nc2ncccn2)cc1 | -8
CCc1c(C)sc(NC(=O)CCc2ccccc2)c1C(N)=O | -6
COc1cc(Br)c(C2CC(=O)Nc3ccc4ccccc4c32)cc1OC (centres undefined) | 17
NC(=O)c1c(NS(=O)(=O)c2ccc(Br)cc2)sc2c1CCCCCC2 | 7
Cc1ccc(P(=O)(CSC(=N)N)c2ccc(C)cc2)cc1 | -15
COc1ccc(CN=Cc2ccc(OC3CSC3)cc2)cc1 | -21
COCCNCCOc1c(Cl)cccc1Cl | 12
CCOc1ccc2cc(C=O)c(=O)[nH]c2c1 | 32
CC(=O)N1c2ccccc2-c2c(sn(-c3ccc(C)cc3)c2=S)C1(C)C | 2
O=[N+]([O-])c1ccc(S(=O)(=O)Nc2ccc3c(c2)OCCO3)cc1 | -1
O=C1c2ccccc2-c2onc3ccc(Oc4ccc(Cl)cc4)c1c23 | -2
O=C(Nc1ccc(Cl)cc1)C(=O)NC1CCCC1 | -19
O=C(O)CCCCCN1C(=O)C(=O)/C(=C(/O)c2ccc(F)cc2)C1c1cccc(F)c1 (centres undefined) | -21
Cc1ccc(S(=O)(=O)/N=C/c2ccco2)cc1 | 12
O=C(Nc1ccc(Cl)c(C(F)(F)F)c1)c1ccccc1I | 41
Cc1cccc(NC(=O)c2ccc(-c3ccc(C)c(Cl)c3)o2)c1 | 6
CCCCOc1ccc(C(=O)OCCN2CCCCC2)c(O)c1 | -2
Cc1ccc2c(c1)NC(C)(C)c1sn(Cc3ccc(Cl)cc3)c(=S)c1-2 | -37
O=C(C(c1ccccc1)c1ccccc1)N1CCN(Cc2ccc(F)cc2)CC1 | 23
O=C(NCCO)/C(=C\c1cccs1)NC(=O)c1ccccc1 | 3
COc1cc(/C(C)=N/N2CCN(Cc3cccc4ccccc34)CC2)ccc1O | -6
CC(=O)c1cccc(NC(=O)c2ccc([N+](=O)[O-])c(C)c2)c1 | -8
C=CCN1C(=O)/C(=C/c2ccc(Br)cc2)S/C1=N\c1nnc(CC)s1 | -3
COc1ccc(CC(=O)Nc2cc(C(=O)O)cc(C(=O)O)c2)cc1OC | -18
COc1cc2c(cc1NC(=O)Cc1ccc(Cl)cc1)oc1ccccc12 | -6
O=C(Nc1ccc(N2CCCCC2)cc1)c1ccc(-c2ccccc2[N+](=O)[O-])o1 | 5
COc1cc(/C=C2\C(=O)NC(=O)N(c3ccc(Cl)cc3)C2=O)ccc1OCc1ccc(C(=O)O)cc1 | 31
O=c1cnnc(N/N=C/c2ccc([N+](=O)[O-])cc2)[nH]1 | 5
CC(C)OC(=O)COc1ccc2c3c(c(=O)oc2c1)CCC3 | -5
COc1ccc(OC)c(C2NC(=S)NC(C)=C2C(=O)Nc2cc(Cl)ccc2C)c1 (centres undefined) | 4
Cc1cc(Nc2ccc(N)c(C)c2)ccc1N | 0
CC(C)Oc1ccccc1NC(=O)c1ccccc1SCc1ccc(F)cc1 | -12
O=C1C=C(Nc2ccccc2C(=O)O)CC(c2ccccc2)C1 (centres undefined) | -3
Cc1ccc(S(=O)(=O)N(C)c2cccc3cccnc23)cc1 | -20
CCCOc1ccc(C(C)=O)cc1CC(C(N)=O)C(N)=O | 0
O=C1CC(c2ccccc2)CC2=C1C(c1ccco1)Nc1ccccc1N2 (centres undefined) | 7
C=CCc1ccccc1OCCOc1c(Br)cc(/C=c2\sc3nc4ccccc4n3c2=O)cc1OC | -17
COc1ccc(C(=O)N2CCN(C3CCN(Cc4ccccc4)CC3)CC2)cc1OC | -25
NNC(=Nc1ccccc1)c1ccccn1 | 8
CCN(CC)c1ccc(NC(=O)c2cc(I)ccc2Cl)cc1 | -10
CC1(C)CC(NC(=O)/C=C/c2ccccc2)CC(C)(C)N1 | -15
OC1CCNC(=S)N1c1ccccc1 (centres undefined) | -4
O=C(Nc1ccc(C(F)(F)F)cc1)c1ccc2c(c1)C(=O)N(CC1CCCO1)C2=O (centres undefined) | -9
Fc1ccc(CSc2nc3ncccc3[nH]2)cc1 | -13
COc1ccc(NC(=S)N2CCC(O)(c3cccc(C(F)(F)F)c3)CC2)cc1 | 24
Cc1ccc(/C=C/C(=O)Nc2ccc(F)cc2)o1 | 67
C=CCSc1nc2ccccc2c(=O)n1-c1ccccc1OC | -3
Cc1ccc(C(=O)Nc2ccc3c(c2)OCO3)o1 | 18
O=C(Nc1cccc(Cl)c1)c1cccc(NC(=S)Nc2ccccc2)c1 | 50
